Compound activity (PubChem)
MKP-3 inhibition = MKP-3 phosphatase inhibitors, primary screen, biochemical, rat enzyme, in vitro (AID 425); 110,000 compounds, 0.17% hits; one-dose inhibition, % at 20 µM; IC50 in µM for titrated hits; recombinant MKP-3 phosphatase activity, fluorescence; higher % means a stronger effect; Dual specificity protein phosphatase 6 (Rattus norvegicus); in the data active = inhibition above about 50%;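 also: plate controls were vehicle for no effect and reference inhibitor for full effect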
Hsp70 displacement = Hsp70 inhibitors, probe displacement, primary screen, biochemical, fluorescence polarization (AID 583). Heat shock 70 kDa protein 1A (Homo sapiens). Hsp70 fluorescence polarization probe displacement, mP; higher % means a stronger effect. displacement, % at 20 µM; hits with a dose series show IC50 in µM. 140,000 compounds, 0.06% hits; in the data active = displacement above about 50%;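 also: plate controls were vehicle for no effect and reference ligand for full effect; a part of the inactive calls stands beside numbers as strong as those of hits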
* hit, by the source's call; & = joins results of further samples; ! = not confirmed by another sample.

Preview:
Results for CCn1c(SCC(=O)NCc2cccs2)nnc1-c1cccs1 ?
MKP-3 inhibition: -3%; Hsp70 displacement: -4.6%

What do the screens show for `C/C(=N\N1CCN(c2ccccc2)CC1)c1ccncc1`?
MKP-3 inhibition: 0%; Hsp70 displacement: 4.3%

What do the screens show for `O=C(COc1ccccc1)Nc1ccc(Nc2ccccc2)cc1`?
MKP-3 inhibition: 0%; Hsp70 displacement: -4.4%

How did CCOC(=O)CSc1nc(C(C)(C)C)cc(C(F)(F)F)c1C#N do in these assays?
Hsp70 displacement: 6.1%

Results for Cc1ccc(N(CC(O)CN2CCCC2)S(=O)(=O)c2ccccc2)cc1 (configuration not stated) ?
MKP-3 inhibition: -8%; Hsp70 displacement: 9.0%

How did COc1ccc(N(CC(=O)Nc2ccccc2OC)S(=O)(=O)c2ccccc2)cc1Cl do in these assays?
MKP-3 inhibition: 0%; Hsp70 displacement: 0.1%

What do the screens show for `COc1ccc(OC)c(NC(=O)c2ccc([N+](=O)[O-])cc2Cl)c1`?
MKP-3 inhibition: 2%; Hsp70 displacement: 0.7%

How did CCSc1nnc(NC(=O)CSc2nc(CC)nc3c2c(=O)n(C)c(=O)n3C)s1 do in these assays?
MKP-3 inhibition: -7%; Hsp70 displacement: 3.1%

What do the screens show for `O=C(CN1CCCc2ccccc21)NC(=O)NCc1ccco1`?
MKP-3 inhibition: -6%; Hsp70 displacement: 3.0%

Results for O=C(NCC(=O)N(Cc1ccco1)C(C(=O)NC1CCCC1)c1ccncc1)c1cccs1 (configuration not stated) ?
Hsp70 displacement: 0.8%

Results for COCCNC(=O)C1CC(c2ccc(F)cc2)=NO1 (configuration not stated) ?
Hsp70 displacement: -2.4%

How did CCCOC(=O)Cc1c(O)c2ccccc2[nH]c1=O do in these assays?
MKP-3 inhibition: -6%&3%; Hsp70 displacement: 0.9%&-1.5%

Results for COc1c(C)cccc1C(=O)Nc1ccc(N2CCN(S(C)(=O)=O)CC2)cc1 ?
MKP-3 inhibition: 2%; Hsp70 displacement: -1.4%

Main list (from the top)
Results for CCn1c(SCC(=O)NCc2cccs2)nnc1-c1cccs1 ?
MKP-3 inhibition: -3%; Hsp70 displacement: -4.6%

What do the screens show for `C/C(=N\N1CCN(c2ccccc2)CC1)c1ccncc1`?
MKP-3 inhibition: 0%; Hsp70 displacement: 4.3%

What do the screens show for `O=C(COc1ccccc1)Nc1ccc(Nc2ccccc2)cc1`?
MKP-3 inhibition: 0%; Hsp70 displacement: -4.4%

How did CCOC(=O)CSc1nc(C(C)(C)C)cc(C(F)(F)F)c1C#N do in these assays?
Hsp70 displacement: 6.1%

Results for Cc1ccc(N(CC(O)CN2CCCC2)S(=O)(=O)c2ccccc2)cc1 (configuration not stated) ?
MKP-3 inhibition: -8%; Hsp70 displacement: 9.0%

How did COc1ccc(N(CC(=O)Nc2ccccc2OC)S(=O)(=O)c2ccccc2)cc1Cl do in these assays?
MKP-3 inhibition: 0%; Hsp70 displacement: 0.1%

What do the screens show for `COc1ccc(OC)c(NC(=O)c2ccc([N+](=O)[O-])cc2Cl)c1`?
MKP-3 inhibition: 2%; Hsp70 displacement: 0.7%

How did CCSc1nnc(NC(=O)CSc2nc(CC)nc3c2c(=O)n(C)c(=O)n3C)s1 do in these assays?
MKP-3 inhibition: -7%; Hsp70 displacement: 3.1%

What do the screens show for `O=C(CN1CCCc2ccccc21)NC(=O)NCc1ccco1`?
MKP-3 inhibition: -6%; Hsp70 displacement: 3.0%

Results for O=C(NCC(=O)N(Cc1ccco1)C(C(=O)NC1CCCC1)c1ccncc1)c1cccs1 (configuration not stated) ?
Hsp70 displacement: 0.8%

Results for COCCNC(=O)C1CC(c2ccc(F)cc2)=NO1 (configuration not stated) ?
Hsp70 displacement: -2.4%

How did CCCOC(=O)Cc1c(O)c2ccccc2[nH]c1=O do in these assays?
MKP-3 inhibition: -6%&3%; Hsp70 displacement: 0.9%&-1.5%

Three compounds from above, ordered by molar mass, descending:
How did CCOC(=O)CSc1nc(C(C)(C)C)cc(C(F)(F)F)c1C#N do in these assays?
Hsp70 displacement: 6.1%

What do the screens show for `O=C(CN1CCCc2ccccc21)NC(=O)NCc1ccco1`?
MKP-3 inhibition: -6%; Hsp70 displacement: 3.0%

How did CCCOC(=O)Cc1c(O)c2ccccc2[nH]c1=O do in these assays?
MKP-3 inhibition: -6%&3%; Hsp70 displacement: 0.9%&-1.5%

Going on with the list:
Results for COc1c(C)cccc1C(=O)Nc1ccc(N2CCN(S(C)(=O)=O)CC2)cc1 ?
MKP-3 inhibition: 2%; Hsp70 displacement: -1.4%

Results for COc1cccc(-n2cnnn2)c1 ?
Hsp70 displacement: -3.1%

How did CCOc1ccc(-c2[nH]nc3c2C(c2cccnc2)C(C#N)=C(N)O3)cc1 (configuration not stated) do in these assays?
MKP-3 inhibition: -8%; Hsp70 displacement: 0.4%

How did COc1cc(-c2nc3sc4c(c3c(=O)[nH]2)CCCC4)ccc1OS(=O)(=O)c1ccccc1 do in these assays?
MKP-3 inhibition: 3%; Hsp70 displacement: -2.6%

How did O=C(COC(=O)c1cc(S(=O)(=O)N2CCOCC2)ccc1O)NCC1CCCO1 (configuration not stated) do in these assays?
MKP-3 inhibition: -4%; Hsp70 displacement: 1.4%

How did N#Cc1nc(Cc2cccc3ccccc23)oc1NCCCn1ccnc1 do in these assays?
MKP-3 inhibition: -16%; Hsp70 displacement: 0.2%

What do the screens show for `COc1ccccc1-n1nnnc1SCc1cc2c(cc1Br)OCO2`?
MKP-3 inhibition: 0%; Hsp70 displacement: -2.6%

How did CC(C(=O)N1CCN(c2ccccc2)CC1)N1C(=O)C2CC=CCC2C1=O (configuration not stated) do in these assays?
MKP-3 inhibition: -4%; Hsp70 displacement: -0.3%

What do the screens show for `Cc1nn(Cc2ccccc2Cl)c2sc(C(=O)NC(C)(C)C)cc12`?
Hsp70 displacement: 2.6%

Results for COC(=O)C1=C(C(=O)OC)SC(=C2C(=S)C(C)(C)N(C(=O)c3cccc(C)c3)c3cc(OC)ccc32)S1 ?
MKP-3 inhibition: 0%; Hsp70 displacement: 2.4%

Results for COc1ccccc1NC(=O)N1CCN(c2ccc3nncn3n2)CC1 ?
MKP-3 inhibition: -3%; Hsp70 displacement: -9.3%

How did COc1ccc(NC(=O)c2ccc(CN3CCN(Cc4ccccc4)CC3)cc2)cc1 do in these assays?
MKP-3 inhibition: 2%; Hsp70 displacement: -0.6%

Results for COc1ccc(NC(=O)/C(C#N)=C\c2ccc(Sc3ccccc3)o2)cc1 ?
MKP-3 inhibition: 4%; Hsp70 displacement: -0.1%

What do the screens show for `CC(C)=C1SC(N2CCN(c3cccc(C)c3)CC2)=NC1=O`?
Hsp70 displacement: 0.2%

Results for CCOc1cc2[nH]c(=S)n(Cc3ccc(C(=O)NCCOC)cc3)c(=O)c2cc1OCC ?
Hsp70 displacement: 2.7%

What do the screens show for `Cc1ccc(Cl)cc1N1CCN(C(c2ccc(C#N)cc2)c2nnnn2C2CCCC2)CC1` (configuration not stated)?
MKP-3 inhibition: -2%; Hsp70 displacement: 0.2%

What do the screens show for `Cc1cc(C(=O)O)ccc1-n1c(C)ccc1C`?
MKP-3 inhibition: 55%*!; Hsp70 displacement: 61%*!

How did O=C(OCC(=O)N(C1CCCCC1)C1CCCCC1)c1cnccn1 do in these assays?
MKP-3 inhibition: 0%; Hsp70 displacement: -1.2%

What do the screens show for `CCOc1ccc(C(=O)NC(C(=O)NCc2ccccn2)C(C)C)cc1` (configuration not stated)?
Hsp70 displacement: -2.4%

Results for O=C1NC(c2ccncc2)C(C(=O)c2cccs2)C(O)(C(F)(F)F)N1 (configuration not stated) ?
Hsp70 displacement: 4.3%

How did CS(=O)(=O)N(CC(=O)NCCC1=CCCCC1)c1ccc2c(c1)OCO2 do in these assays?
MKP-3 inhibition: -4%; Hsp70 displacement: 1.6%

What do the screens show for `COCCN(C(=O)Cn1nnc2ccccc21)C(C(=O)NC1CCCCC1)c1ccc(OC)cc1OC` (configuration not stated)?
Hsp70 displacement: -3.2%

How did COc1c(F)c(F)c(C(=O)Nc2ccccc2N2CCN(C(C)=O)CC2)c(F)c1F do in these assays?
MKP-3 inhibition: -4%; Hsp70 displacement: 5.1%

Results for COc1ccc(Cl)cc1N1C(=O)C2CCCN2C1c1ccccc1F (configuration not stated) ?
MKP-3 inhibition: 1%; Hsp70 displacement: 1.5%

What do the screens show for `O=C(c1cccnc1)N1N=C(c2ccc([N+](=O)[O-])cc2)CC1(O)C(F)(F)F` (configuration not stated)?
MKP-3 inhibition: 3%; Hsp70 displacement: 1.4%

How did O=C1Nc2ccccc2/C1=N\N=C\c1ccccc1[N+](=O)[O-] do in these assays?
MKP-3 inhibition: 16%; Hsp70 displacement: 1.9%

How did C=CCNc1ncnc2c1[nH]c1ccccc12 do in these assays?
MKP-3 inhibition: 0%; Hsp70 displacement: 3.3%

What do the screens show for `CCOc1ccc(C2SCC(=O)N2c2c(C)n(C)n(-c3ccccc3)c2=O)cc1` (configuration not stated)?
MKP-3 inhibition: -6%; Hsp70 displacement: 1.7%

What do the screens show for `CCCC/C(O)=C1\C(=O)CC(C)(C)CC1=Nc1ccccc1OC`?
Hsp70 displacement: 1.1%

Results for OC(C#CCN1CCCC1)c1ccccc1 (configuration not stated) ?
MKP-3 inhibition: -12%; Hsp70 displacement: 25%

How did C=CCSc1nc(C)c2cc(OCC)ccc2n1 do in these assays?
MKP-3 inhibition: 4%; Hsp70 displacement: 0.1%

What do the screens show for `CCOc1ccc(NC(=O)c2c(NC(=O)c3ccc(C)cc3)sc3c2CCC3)cc1`?
MKP-3 inhibition: 4%; Hsp70 displacement: -0.1%

How did O=c1c2c([nH]c3ccccc13)C(=C1CCCC1)CC2 do in these assays?
MKP-3 inhibition: -8%; Hsp70 displacement: 4.6%

How did CCOC(=O)c1nnn(-c2nonc2-n2cccc2)c1CN1CCC(C(=O)OCC)CC1 do in these assays?
Hsp70 displacement: -5.1%

What do the screens show for `O=C(CN1C(=O)C2CC=C(Cl)CC2C1=O)Nc1ccc(C(=O)O)cc1` (configuration not stated)?
MKP-3 inhibition: 3%; Hsp70 displacement: 6.8%

What do the screens show for `COc1ccc(C(=O)Nc2ccc([N+](=O)[O-])cc2Cl)cc1OC`?
MKP-3 inhibition: 6%; Hsp70 displacement: 1.8%

How did O=C(CC12CC3CC(CC(C3)C1)C2)N1CCCOC1 do in these assays?
MKP-3 inhibition: -4%; Hsp70 displacement: -2.2%

How did Cc1cc(Cl)c(S(=O)(=O)N(C)C)cc1OCC(N)=O do in these assays?
Hsp70 displacement: -3.2%

What do the screens show for `CNc1nc(C)c(C(=O)OCc2ccccc2)s1`?
MKP-3 inhibition: 0%; Hsp70 displacement: 3.9%

What do the screens show for `COc1ccc(-c2cc(C(=O)Nc3c(C)cccc3C)c3ccccc3n2)cc1`?
MKP-3 inhibition: 5%; Hsp70 displacement: 0.9%

Results for Cc1ccc(-c2cc(=O)[nH][nH]2)c(C)c1 ?
MKP-3 inhibition: -2%; Hsp70 displacement: 2.7%

What do the screens show for `Cc1csc(C(C#N)C(=O)c2ccc(S(=O)(=O)N3CCCC3)cc2)n1` (configuration not stated)?
MKP-3 inhibition: -6%

What do the screens show for `CC(NS(=O)(=O)c1ccc(Cl)cc1)C1C2CC3CC(C2)CC1C3` (configuration not stated)?
MKP-3 inhibition: 0%; Hsp70 displacement: -0.8%

What do the screens show for `Cc1ccc2c(Cl)c(C(=O)Nc3nc4ccc(Br)cc4s3)sc2c1`?
MKP-3 inhibition: 7%; Hsp70 displacement: -3.4%

How did CCCC(=O)N/C(N)=N\c1nc(C)c2ccccc2n1 do in these assays?
MKP-3 inhibition: 3%; Hsp70 displacement: 1.6%

Results for CS(=O)(=O)N1CCCC(C(=O)NCc2cccs2)C1 (configuration not stated) ?
MKP-3 inhibition: 8%; Hsp70 displacement: 0.4%

Results for Cn1c(C(=O)N(Cc2ccccc2)Cc2ccccn2)cc2sccc21 ?
MKP-3 inhibition: 0%; Hsp70 displacement: 6.1%

How did Cc1cc(NS(=O)(=O)c2ccccc2)n(-c2ccccc2)n1 do in these assays?
MKP-3 inhibition: -8%; Hsp70 displacement: -3.9%

Results for O=C(NC1CCCCNC1=O)c1ccc(Cl)cc1 (configuration not stated) ?
MKP-3 inhibition: -4%; Hsp70 displacement: 2.5%

How did COc1ccc(C(=O)N2CCCC(c3nc(-c4cccs4)no3)C2)cc1OC (configuration not stated) do in these assays?
MKP-3 inhibition: -9%; Hsp70 displacement: 2.4%

How did COc1ccc(-c2cc3c(ccc4ccccc43)oc2=O)cc1 do in these assays?
MKP-3 inhibition: 0%; Hsp70 displacement: -3.7%

How did CCOc1cc(/C=N/NC(=O)C(=O)Nc2ccccc2OC)ccc1O do in these assays?
MKP-3 inhibition: 0%; Hsp70 displacement: -2.7%

Results for O=C1CC(N(Cc2ccccc2)Cc2ccccc2)C(=O)N1c1ccc(Cl)cc1 (configuration not stated) ?
MKP-3 inhibition: 0%; Hsp70 displacement: -0.2%

How did COC(=O)c1c(NC(=O)c2ccco2)sc(C(=O)N(C)C)c1C do in these assays?
Hsp70 displacement: 3.6%

Results for COc1ccc(Cc2noc(-c3ccc(Cl)cc3)n2)cc1 ?
MKP-3 inhibition: -1%; Hsp70 displacement: 3.9%

How did CC(C)(C)c1ccc(S(=O)(=O)Nc2ccccn2)cc1 do in these assays?
MKP-3 inhibition: -3%; Hsp70 displacement: 0.2%

How did O=C1CCCC2=C1C(c1ccc([N+](=O)[O-])cc1)C1C(=O)c3ccccc3C1=N2 (configuration not stated) do in these assays?
MKP-3 inhibition: 0%; Hsp70 displacement: 0.4%

Results for O=C(c1cccn2c(=O)c3cc(Cl)ccc3nc12)N1CCOCC1 ?
MKP-3 inhibition: -5%; Hsp70 displacement: 0.9%

What do the screens show for `C=CCNC(=O)CN(c1ccc(OC)cc1)S(C)(=O)=O`?
MKP-3 inhibition: -2%; Hsp70 displacement: 2.9%

Results for O=C(O)/C=C/c1cccc2c1OCCO2 ?
MKP-3 inhibition: 1%; Hsp70 displacement: -3.7%

Not all compounds are listed; the hit share may differ from the screen's.
